Screening results as filed in PubChem.
Phagocytosis inh: macrophage phagocytosis inhibition | J774A.1 macrophage IgG-bead phagocytosis, imaging | inhibition, % at 5 µM | hit rate 0.07% among 110,000 | AID 1029;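 active = inhibition above the mean of the plate negative controls plus 5 SD, cut at about 13% in these data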;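 note: phagocytic index as fraction of beads internalized from green versus red external bead signal; plate controls were DMSO negative control for no effect and cytochalasin-D positive control for full effect; some results beyond the cut were filed as inactive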
MRP1 act: activators of MRP-1; hit rate 0.61% among 140,000; AID 799; viability increase, % at 10 µM; H69AR cells + doxorubicin, viability rescue, CellTiter-Glo;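 active = viability gain under doxorubicin at or above a set limit, the compound median plus 3 SD, cut at about 4.7% in these data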;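 note: MRP-1 overexpressing cells given doxorubicin 25 µM after compound pretreatment; 18-22 h compound pretreatment then 72 h with doxorubicin before readout; 0% = doxorubicin-only wells and 100% = vehicle-treated cells without doxorubicin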
GALR2 blocker: antagonists of human galanin receptor 2 (GALR2); GALR2-expressing cells, antagonist mode; inhibition, % at 4 µM; hit rate 0.39% among 140,000; in the data active = inhibition above about 27%;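 note: cells stimulated with galanin 1-16 at roughly its EC80; 0% = agonist challenge control and 100% = basal control without agonist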
Target sequence (O43603 whole entry, looked up): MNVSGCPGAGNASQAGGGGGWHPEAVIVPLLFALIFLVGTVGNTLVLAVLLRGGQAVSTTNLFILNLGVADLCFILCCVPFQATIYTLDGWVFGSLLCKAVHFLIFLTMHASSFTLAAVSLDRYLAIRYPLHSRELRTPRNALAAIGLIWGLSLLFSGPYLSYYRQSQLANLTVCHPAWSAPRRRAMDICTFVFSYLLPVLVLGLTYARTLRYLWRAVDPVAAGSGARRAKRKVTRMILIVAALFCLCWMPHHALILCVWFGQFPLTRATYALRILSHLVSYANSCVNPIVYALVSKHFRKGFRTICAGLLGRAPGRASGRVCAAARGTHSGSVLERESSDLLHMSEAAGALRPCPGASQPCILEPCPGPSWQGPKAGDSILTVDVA
Yeast life ext: yeast lifespan extension; S. cerevisiae growth with nicotinamide, OD615; deaD strain in restrictive glucose medium; inhibition of the nicotinamide effect, % at 10 µM; hit rate 0.68% among 130,000; AID 775;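 active = inhibition above a set limit, placed 3 SD over the median of all compounds, cut at about 26% in these data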;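 note: 0% = nicotinamide-treated wells and 100% = cells grown without nicotinamide; some compounds called inactive have numbers as strong as hits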
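Buffer or medium: CSMM-D glucose medium, restrictive; test system: modified budding yeast, DeaD strain; compound: single dose 10 µM compound, 0.25% DMSO; schedule: culture preincubation 4 h, compound exposure 48 h, both 30 °C; detection: optical density (absorbance) at 615 nm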
Measles CPE: protection of cells from measles virus. Measles virus-infected cells, CPE protection, absorbance. protection (pct of control), % at 4 µM. hit rate 1.5% among 140,000; in the data active = protection mostly above about 24%, no sharp cut-off; inactive = mostly below about 26%; note: some compounds called inactive have numbers as strong as hits
E-sel TNF inh: TNF alpha driven E-selectin expression inhibition | HUVEC TNFa-induced E-selectin immunofluorescence, high content | inhibition, % at 2 µM | hit rate 0.71% among 120,000;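 active = inhibition above the batch mean plus 3 SD, and confirmed as a hit on visual image review, cut at about 43% in these data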;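 note: 0% = TNF-stimulated DMSO wells and 100% = unstimulated control wells; not every result past the cut was called active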
PTEN del growth: growth suppressors of cells with PTEN tumor suppressor deletion; HCT116 PTEN-null viability, CellTiter-Glo, 60 h; stronger effect = lower value; viability, % at 10 µM; hit rate 1.2% among 140,000; AID 827;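 active = viability at or below a set limit, 4 SD under the median of all tested compounds, cut at about 3.7% in these data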;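 note: PTEN knockout HCT116 line with beta catenin targeted HCT116 as companion control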
HCT116 bCat-KO: beta-catenin-lacking colon tumor cell growth suppression. HCT116 beta-catenin knockout viability, CellTiter-Glo, 60 h; stronger effect = lower value. viability, % at 10 µM. hit rate 1.5% among 140,000;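 active = viability at or under a set limit, the compound median less 4 SD, cut at about 6% in these data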;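 note: 0% = Hyamine 1622 control at 20 µM and 100% = untreated cell control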
Yeast growth inh: reduces growth of yeast BB579 in restrictive medium. S. cerevisiae BB579 growth, OD615, 48 h. inhibition, % at 10 µM. hit rate 0.51% among 140,000;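 active = inhibition above a set limit, 3 SD over the mean compound inhibition, cut at about 44% in these data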; note: inactives centre near -24
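System: DeaD yeast strain BB579; buffer or medium: CSMM-D dextrose restrictive medium; technique: OD at 615 nm; schedule: 4 h cell preincubation, 48 h compound exposure, 30 °C humidified; doses: single 10 µM dose; controls: amphotericin B 10 µg/mL, positive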
NPY-Y2 antag: blocks the human neuropeptide Y Y2 receptor | NPY-Y2 expressing cells, antagonist mode | hit rate 0.99% among 140,000 | P49146 | inhibition, % at 2.7 µM; in the data active = inhibition above about 17%;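 note: 0% = vehicle with agonist challenge and 100% = reference antagonist with challenge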
Target sequence (P49146 whole entry, looked up): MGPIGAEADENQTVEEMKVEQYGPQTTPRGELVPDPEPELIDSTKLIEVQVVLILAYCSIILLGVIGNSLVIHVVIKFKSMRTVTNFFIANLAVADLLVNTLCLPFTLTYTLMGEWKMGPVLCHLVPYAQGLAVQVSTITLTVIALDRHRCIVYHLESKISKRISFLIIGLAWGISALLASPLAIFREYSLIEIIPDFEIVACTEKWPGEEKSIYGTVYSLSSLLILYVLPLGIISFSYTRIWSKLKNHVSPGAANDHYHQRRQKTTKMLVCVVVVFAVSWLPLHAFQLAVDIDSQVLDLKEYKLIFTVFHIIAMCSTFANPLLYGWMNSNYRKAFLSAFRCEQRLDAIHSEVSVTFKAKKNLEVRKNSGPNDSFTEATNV
An asterisk follows results filed as active; · = no result given. Not a hit list, and some 6.3% of all compounds hit somewhere here.

Order of values: Phagocytosis inh	MRP1 act	GALR2 blocker	Yeast life ext	Measles CPE	E-sel TNF inh	PTEN del growth	HCT116 bCat-KO	Yeast growth inh	NPY-Y2 antag
1) CC(C)c1cc(C(=O)Nc2cccnc2)no1
    7.3	-0.7	-4.7	-17.4	12.9	-11.9	83.6	85.5	-1.8	2.8
2) COc1ccc(S(=O)(=O)N(C)C2CCN(C)CC2)cc1
    -0.7	-3.5	7.0	-6.2	2.9	·	92.6	89.7	33.4	2.1
3) Cc1c(NC(=O)CCCCCN2C(=O)c3ccccc3C2=O)c(=O)n(-c2ccccc2)n1C
    -2.3	-1.1	-5.2	5.1	5.1	-3.4	94.3	97.6	-40.8	3.5
4) CC(C(=O)NCc1ccco1)n1nc(-c2ccccc2)c2cc(Cl)ccc21 (centres undefined)
    -0.9	-3.4	-1.4	-2.3	11.3	-2.2	52.2	48.2	-18.8	3.2
5) COc1cccc(N2C(=O)C3ON(c4ccccc4)C(c4cccs4)C3C2=O)c1 (centres undefined)
    0.3	-1.1	3.3	-3.9	12.8	-8.7	95.7	96.1	-35.7	1.9
6) CC(C)(C)c1ccc(CNc2ccc([N+](=O)[O-])cn2)cc1
    -1.3	-2.3	14.7	3.4	7.7	·	13.1	34.1	-16.5	1.6
7) Cc1ccc(/C=C2\CCCC3=C2NC(=S)NC3c2ccc(C)cc2)cc1 (centres undefined)
    -9.7	-1.3	-4.6	1.4	15.7	-17.0	87.6	84.4	-31.2	2.9
8) CC(C)N1CCc2c(sc(N)c2C#N)C1
    -0.1	-2.4	·	-8.0	4.6	·	85.3	88.8	-28.7	·
9) Cc1[nH]ccc(=O)c1OC1OC(CO)C(O)C(O)C1O (centres undefined)
    ·	-0.9	-1.8	-0.7	9.9	·	94.6	92.3	-15.7	0.2
10) COC(=O)c1ccccc1NC(=O)C1CCN(C(=O)c2cc(OC)cc(OC)c2)CC1
    -0.2	-1.6	-12.5	-17.0	10.1	20.1	86.8	90.5	-36.9	5.5
11) COc1ccc(OC)c(C(=O)CSc2nc3ncccc3[nH]2)c1
    1.1	-4.1	7.2	1.4	12.2	-20.1	86.7	86.3	-30.0	1.4
12) COc1ccc(NC(=O)Nc2ccc3nsnc3c2)cc1
    ·	-1.8	18.8	-34.5	17.1	11.0	100.5	103.1	-29.3	-2.9
13) CC(=O)Nc1ccc(NC(=O)C2CCCN(c3ncccn3)C2)cc1 (centres undefined)
    ·	0.2	4.9	·	9.4	13.6	108.8	98.6	-1.2	-1.8
14) C=CCc1cccc2cc(C(=O)NCc3cccnc3)c(=O)oc12
    0.0	-1.2	0.1	-19.5	13.0	5.7	101.7	89.5	-35.7	1.0
15) Cc1ccc(C)c(NC(=S)NC(C)C(c2cccs2)N2CCOCC2)c1 (centres undefined)
    ·	-2.3	16.4	4.4	10.0	-1.2	67.7	78.8	-31.0	4.7
16) O=C(NC1CS(=O)(=O)CC1NCc1ccco1)c1ccccc1 (centres undefined)
    -0.8	-1.5	0.4	-10.7	7.4	-8.4	91.7	101.2	15.9	3.0
17) O=C(Nc1nccs1)c1ccc(S(=O)(=O)c2ccccc2)cc1
    -1.6	-3.5	-3.2	2.1	3.0	-14.2	92.0	98.5	-33.5	0.6
18) Cc1ccc(N=c2sc(C)c(C)n2C)cc1
    -2.5	-0.4	-1.0	7.9	9.9	-3.7	100.6	100.2	-12.3	2.3
19) CC(C)Oc1cccc(C(=O)Nc2ccccc2N2CCOCC2)c1
    -2.0	-0.9	-5.2	-5.8	10.8	-7.5	92.4	93.7	-32.7	1.7
20) COc1ccc(-n2nnnc2SCC(=O)c2ccc(OC)c(OC)c2)cc1
    -0.3	-0.6	7.0	-1.7	1.3	·	96.0	90.5	-39.4	2.7

Overlap with the part before: 2 entries, followed by the next part.
Order of values: Phagocytosis inh	MRP1 act	GALR2 blocker	Yeast life ext	Measles CPE	E-sel TNF inh	PTEN del growth	HCT116 bCat-KO	Yeast growth inh	NPY-Y2 antag
19) CC(C)Oc1cccc(C(=O)Nc2ccccc2N2CCOCC2)c1
    -2.0	-0.9	-5.2	-5.8	10.8	-7.5	92.4	93.7	-32.7	1.7
20) COc1ccc(-n2nnnc2SCC(=O)c2ccc(OC)c(OC)c2)cc1
    -0.3	-0.6	7.0	-1.7	1.3	·	96.0	90.5	-39.4	2.7
21) CC1=CC2(O)OCCN(CCO)C2=CC1=O (centres undefined)
    ·	-3.1	2.6	·	7.6	21.5	96.2	94.1	-17.2	3.1
22) CCOc1ccc(C(C)=O)cc1N1C(=O)C2C(C1=O)C1C=CC2C12CC2 (centres undefined)
    2.5	-1.9	6.5	-9.7	3.3	11.5	96.0	90.5	3.2	-3.4
23) O=C1c2ccccc2C(=O)N1CCCCN(C(=O)c1cc([N+](=O)[O-])cc([N+](=O)[O-])c1)c1ccc(Cl)cc1
    -7.1	-2.3	-15.1	0.8	3.8	·	84.5	87.8	-39.9	0.4
24) CCCCC(=O)N1CC2(C)CN(C(=O)CCCC)CC(C)(C1)C2=O
    -2.7	0.1	0.9	4.7	11.6	-29.8	106.2	91.0	-66.1	-1.4
25) Cc1ccc2cc(CN(CC3CCCO3)S(=O)(=O)c3cccc4nsnc34)c(=O)[nH]c2c1 (centres undefined)
    -1.0	-2.1	2.1	-10.2	1.8	19.4	78.6	86.6	-15.0	-0.7
26) COC(=O)c1cc(O)c(OCc2ccccc2)c(O)c1
    -0.9	1.1	7.9	-13.5	5.1	15.1	100.6	103.7	-32.8	1.8
27) O=C(COC(=O)CN1C(=O)C2CC=CCC2C1=O)Nc1cc(C(F)(F)F)ccc1N1CCOCC1 (centres undefined)
    -0.4	-4.6	-6.0	-4.0	5.8	41.5	87.1	90.2	-21.3	2.4
28) COc1ccc(N=c2ssnc2Cl)cc1
    ·	-3.9	-3.2	·	21.4	4.4	99.8	93.9	7.2	4.4
29) COc1ccc(-n2ccnc2SCC(=O)Nc2ccccc2)cc1
    ·	-0.7	3.5	-26.0	21.6	10.2	86.7	90.7	-53.7	0.4
30) CC1CCN(c2nc(-c3ccccc3)c(C#N)c(=O)[nH]2)CC1
    -2.6	-1.8	15.9	-12.0	5.1	-21.9	104.2	100.6	-61.7	5.5
31) Cc1ccc(C)n1-c1nccc(-c2cccs2)n1
    ·	-5.2	5.4	-23.6	10.4	18.1	86.6	84.7	-52.7	-0.2
32) COc1cc(/C=C2/N=C(c3ccccc3F)OC2=O)cc(Cl)c1OS(C)(=O)=O
    ·	-0.5	1.0	-4.4	21.5	20.4	102.6	87.7	-0.9	-0.7
33) O=C(COc1ccc2oc(-c3ccccc3)cc(=O)c2c1)Nc1ccccc1
    -9.8	-1.6	-5.8	-3.0	12.4	·	84.9	81.7	-50.4	5.1
34) O=C(Cn1cnc2c(cnn2-c2ccccc2)c1=O)N1CCOCC1
    -1.3	-2.4	-4.2	-8.2	10.9	-3.6	101.8	91.5	7.8	1.7
35) CNC(=O)CSc1nnc(-c2cccs2)o1
    4.4	-1.6	-6.3	-8.7	16.4	8.0	92.8	94.7	-2.8	2.3
36) CCN=c1scc(-c2cccs2)n1/N=C/c1cc(OC)ccc1O
    -11.4	0.1	2.7	-2.2	17.3	·	16.2	15.3	-43.2	3.5
37) Cc1ccc(OCCN2CCNCC2)c([N+](=O)[O-])c1
    1.2	0.5	15.7	1.1	43.1	·	98.1	95.1	-14.9	4.0
38) Cc1ccc(C)c(NC(=S)N2CCC(N(C)CC3CCCO3)CC2)c1 (centres undefined)
    0.4	-2.0	3.5	4.2	0.9	-2.2	103.8	100.0	-17.2	4.0
39) O=C(CN1CCN(Cc2ccc3c(c2)OCO3)CC1)Nc1ccc(F)cc1
    -2.2	-2.0	8.4	1.7	32.4	·	96.8	88.7	-12.1	5.1
40) COc1cc(OC)nc(-n2ncc(OC)c(Br)c2=O)n1
    -5.0	-1.6	2.1	4.0	10.0	·	44.1	36.4	-34.5	0.9
41) CC1=NN(C(=O)c2ccc(Cn3nc(C)c([N+](=O)[O-])c3C)o2)C(O)(C(F)(F)F)C1 (centres undefined)
    -5.7	-1.7	4.2	9.6	6.1	·	97.7	88.6	0.7	2.0
42) COc1ccc(-n2nnnc2-c2ccccc2)cc1
    5.9	-4.5	-0.2	-8.1	3.5	13.1	15.7	14.1	-9.9	6.2
43) CCc1ccccc1NC(=S)N1CCN(c2ccccn2)CC1
    -0.4	0.4	28.1*	1.2	7.0	·	100.2	99.7	-13.3	2.4
44) CCSc1nnc(NC(=O)c2ccc(C)o2)s1
    -0.5	0.9	-7.0	-18.5	8.8	14.8	91.2	92.2	-33.8	3.5
45) CN(C)CCNC(=S)Nc1cccc(Cl)c1
    2.9	-3.1	-1.3	-9.6	6.5	5.5	83.8	95.1	-11.9	-0.1
46) Cc1cc(C(=O)N(C)CC(=O)Nc2ccccc2C(F)(F)F)c(C)o1
    -0.8	-0.9	5.8	-6.8	14.9	·	94.6	104.2	-30.7	1.0
47) N#CC1=C(N)Nc2nc3ccccc3n2C1c1ccc(Cl)cc1 (centres undefined)
    1.5	0.5	31.9*	2.3	3.1	·	82.7	88.9	-18.3	-1.4
48) CC(=O)Nc1ccnc(-c2cccnc2)n1
    ·	-0.5	4.4	-14.5	10.4	17.1	103.5	106.1	-34.1	-0.6
49) COc1ccc(N2CCN(C(=O)CC34CC5CC(CC(C5)C3)C4)CC2)c([N+](=O)[O-])c1
    -1.4	-1.7	-11.6	1.2	4.1	·	74.1	64.6	-31.8	1.6
50) Cc1cc(C(=O)COc2ncnc3sccc23)c(C)n1C
    1.2	-1.0	-0.1	35.0*	11.0	·	97.2	96.4	-63.1	0.5
